ARNT-TACC3 inh: disrupts binding between human ARNT and TACC3. AID 623870. Q9Y6A5. AlphaScreen His-ARNT PAS-B/GST-TACC3 binding, luminescence; TACC3 fragment carries E629A point mutation. 0.66% of 390,000 active. inhibition, % at 9.99 µM;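 active = mean inhibition of replicates at least 50% and at least half of replicates each reaching 50%; inconclusive = half or more replicates reach 50% but mean below 50%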;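 also: 0% = complete ARNT plus TACC3 wells and 100% = ARNT alone without TACC3; many hits fall short of the cut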
PAX8 inh HTS: PAX8 transcriptional activity inhibition; inhibition, % at 12.6 µM; AID 652154; 1.2% of 360,000 active; RMG-I TPO-luciferase reporter, SteadyGlo, 24 h;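 active = mean replicate inhibition at least 60% with every replicate also reaching 60%; inconclusive = only one of the two criteria is met; inactive = mean below 60% and not all replicates reaching 60%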;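 also: luciferase light reporting Pax8 driven TPO promoter activity; plate controls were median of neutral control wells for no effect and mitoxantrone controls for full effect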
Casp6 inh: blocks human caspase-6 cleavage activity. 0.53% of 350,000 active. inhibition, % at 12.5 µM. purified caspase-6, Z-VEID-R110 cleavage fluorescence;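 active = mean inhibition across replicates at least about 35%, with every replicate also reaching that limit, limit read from the data; inconclusive = only one of the two criteria met; inactive = neither criterion met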;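 also: 0% = median of neutral control wells and 100% = no fluorescence left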
Target sequence (P55212 24-179 limits assumed): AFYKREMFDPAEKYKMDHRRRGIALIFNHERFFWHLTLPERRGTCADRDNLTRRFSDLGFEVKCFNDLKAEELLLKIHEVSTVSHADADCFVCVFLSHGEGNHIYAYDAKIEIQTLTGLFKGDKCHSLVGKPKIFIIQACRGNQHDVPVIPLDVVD
Target sequence (P55212 194-293 limits assumed): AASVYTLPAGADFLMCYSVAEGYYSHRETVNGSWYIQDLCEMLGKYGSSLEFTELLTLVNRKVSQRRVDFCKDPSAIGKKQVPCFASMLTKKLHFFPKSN
LGR2 antag: blocks bursicon-induced cAMP signaling via Drosophila LGR2; 0.35% of 380,000 active; HEK293 LGR2, CRE-luciferase, bursicon-stimulated, 4 h; AID 720647; inhibition, % at 9.99 µM;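 active = drop in luminescence signal, shown as inhibition above about 50% in the replicate tests, limit read from the data, passing the limit was not always enough; inconclusive = probably only some replicates passing the limit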;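 also: agonist challenge used bursicon conditioned medium at about half maximal strength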
DENV2 CPE: protects cells from dengue virus 2 cytopathic effect; 1.7% of 350,000 active; DENV2-infected cells, cytopathic effect rescue, plate reader; AID 651640; CPE inhibition, % at 9.99 µM; in the data active = CPE inhibition above about 20%, passing the limit was not always enough; inconclusive = no clear call, values can overlap the other calls; tested in BHK-21 cells;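 also: 0% = median of neutral control wells and 100% = median of positive control wells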
EWS-Fli block: EWS/Fli transcriptional activity inhibition. A673 NR0B1-luciferase reporter, viability-normalised. inhibition, % at 12.6 µM. 0.67% of 350,000 active. AID 651661;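 active = mean inhibition of at least 50% after viability correction, with every replicate also passing that limit; inconclusive = mean reaches 50% but only one of two replicates passes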;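 also: firefly luciferase signal divided by Alamar Blue viability fluorescence both relative to DMSO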
SIRT5 block: blocks human SIRT5 desuccinylation of peptide; Purified SirT5, succinyl-peptide AMC, trypsin-coupled fluorescence; inhibition, % at 15 µM; 1.1% of 330,000 active; in the data active = inhibition above about 15%; inconclusive = no clear call, values can overlap the other calls
Target sequence (Q9NXA8 whole entry, looked up): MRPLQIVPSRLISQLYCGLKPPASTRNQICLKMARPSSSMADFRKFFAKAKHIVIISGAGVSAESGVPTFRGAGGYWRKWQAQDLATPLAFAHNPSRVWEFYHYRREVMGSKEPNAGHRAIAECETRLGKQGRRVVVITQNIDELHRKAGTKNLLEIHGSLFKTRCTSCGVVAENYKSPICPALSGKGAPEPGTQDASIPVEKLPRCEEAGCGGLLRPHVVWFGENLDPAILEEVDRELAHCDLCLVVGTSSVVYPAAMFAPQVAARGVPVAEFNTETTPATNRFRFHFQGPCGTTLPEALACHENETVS
* marks the source's active call; other numbers are inactive results; ? = inconclusive; nt = no result given; & = joins results of further samples; ! = repeats disagree.

SMILES	ARNT-TACC3 inh	PAX8 inh HTS	Casp6 inh	LGR2 antag	DENV2 CPE	EWS-Fli block	SIRT5 block
CC(=O)c1cccc(-c2csc3ncnc(Sc4nnnn4C)c23)c1	nt	114*	8	?	-4	-2	-5
C[C@@H](NC(=O)[C@@H]1Cc2ccccc2CN1C(=O)OC(C)(C)C)C(=O)NCC1CCCO1 (some centres undefined)	3	-21	-4	10	-7	2	-1
CCOC(=O)N1CCC(N2CCN(S(=O)(=O)c3ccc([N+](=O)[O-])cc3)CC2)CC1	2	11	1	6	12	11	-1
COc1ccc(CNC(=O)N(C)C[C@@H]2OCc3ccccc3-c3c(n(C)c4ccccc34)C(=O)N([C@@H](C)CO)C[C@H]2C)cc1	3	2	4	1	-2	-12	8
CN(C)c1ccc(C=Cc2ccnc3c(O)cccc23)cc1	nt	48	0	-13	-3	18	-4
Cc1n[nH]c(=S)n1/N=C/c1ccccc1	-7	-3	nt	8	nt	nt	nt
C/C(=N/NC(=O)CN1CCN(Cc2ccccc2)CC1)c1ccc([N+](=O)[O-])cc1	3	0	2	12	-5	0	2
N#Cc1ccc(-c2ccc(C3[C@H]4CNC[C@@H]3N4C(=O)Nc3ccc(F)cc3)cc2)cc1 (some centres undefined)	nt	3	-2	-13	12	-9	8
C[C@H](CO)N1C[C@H](C)[C@@H](CN(C)Cc2ccc(Cl)c(Cl)c2)Oc2ccc(NC(=O)Cc3ccccc3)cc2CC1=O	7	13	0	-6	-5	8	-1
CCOC(=O)CSc1nc(=O)n2ccc(C)cc2n1	nt	3	-7	19	-2	15	31*
C=CCNC(=O)C1COc2ccccc2O1 (centres undefined)	-3	-4	-3	1	9	-5	9
CCN1[C@H](C(=O)NCCc2cn(C)cn2)[C@@H](CO)[C@@H]2Cn3c(ccc(-c4ccncc4)c3=O)[C@@H]21	0	-5	-1	10	6	-5	1
COc1ccccc1-c1cnc2c(c1)C(=O)N([C@@H](C)CO)C[C@H](C)[C@@H](CN(C)C(=O)CC1CC1)O2	3	nt	0	31	-2	11	0
O=C(c1ccc2c(c1)CCN2S(=O)(=O)c1ccccc1)N1CCN(c2ccccc2)CC1	11	-15	0	-13	0	nt	-3
N#C[C@H]1[C@H](c2ccc(C#Cc3ccc(F)cc3)cc2)[C@@H](CO)N1C(=O)C1CCC1	-60	29	-3	-4	-15	31	10
Cc1cccc(N2CCN(C(=S)c3ccc(-c4ccccc4[N+](=O)[O-])o3)CC2)c1	-1	15	nt	11	nt	nt	nt
Fc1ccc(NC(=S)N2CCCC(c3ccccc3)=N2)cc1	-1	-6	0	-3	-7	5	-2
CCC(=O)N[C@@H]1C=C[C@H](CC(=O)NCc2ccccc2F)O[C@H]1CO	-12	-24	3	-6	3	-1	1
O=c1ccc(/C=C/c2ccccc2)nn1Cc1ccc(F)cc1	-3	8	-2	8	0	-3	-1
COc1ccc(NC(=O)C(Sc2nnc(-c3ccncc3)n2-c2ccccc2C)c2ccccc2)cc1Cl (centres undefined)	-16	115*	-2	-3	0	-1	-1
C[C@H](CO)N1C[C@H](C)[C@@H](CN(C)Cc2cccnc2)Oc2cc(Br)ccc2S1(=O)=O	-5&1	nt	-3&1	-22	45*!	1&3	-8&4
COc1cccc(C2NC(=O)c3ccccc3O2)c1OCc1ccccc1F (centres undefined)	-1	-4	4	3	1	1	-21
O=C(c1cc(COc2cccc3cccnc23)on1)N1CCC[C@H]1CO	nt	-12	-2	-20	0	-24	-3
CCC(CC)c1nnc(NC(=O)C2CC(=O)N(CCc3ccc(F)cc3)C2)s1 (centres undefined)	nt	6	3	5	-2	nt	0
C[C@H]1CCCCO[C@@H](CN(C)C(=O)Nc2ccc3c(c2)OCO3)[C@@H](C)CN([C@@H](C)CO)C(=O)c2cc(NC(=O)Nc3ccccc3)ccc2O1	2	-7	-2	29	-10	-13	2
Nc1ccc(S(=O)(=O)N2CCCc3ccccc32)cc1	-6	9	-1	26	-4	-6	nt
COc1ccccc1CNC(=O)C(=O)c1cn(CC(=O)N2CCCCC2)c2ccccc12	nt	1	0	-17	10	7	1
CCCOc1ccc(F)cc1-c1cc(C(=O)Nc2ccc(OC)c(OC)c2)[nH]n1	nt	8	-4	18	-12	1	-1
CCCC(=O)Nc1c2c(nn1-c1ccccc1)CSC2	16	-10	-8	10	-3	nt	-2
Cc1csc(CN(C)C(=O)C2CCC(=O)N(CCN(C)C)C2)n1 (centres undefined)	3	-13	nt	-13	6	-2	1
CCC1CN(C(=O)NCc2cccc(OC)c2)c2cc(Cl)ccc2O1 (centres undefined)	0	-5	0	-12	-3	1	-5
C[C@](N)(Cc1ccc(O)c(O)c1)C(=O)O	6	11	87*	1	8	-9	10
COc1ccc(/C=N/Nc2nnc(-c3ccccc3)c(=O)[nH]2)cc1	7	4	nt	27	nt	nt	nt
COc1ccc(-n2nc3c(c2NC(=O)CC(C)C)CS(=O)C3)cc1 (centres undefined)	-3	-6	4	11	-7	nt	-8
Fc1cccc(Cc2c(-c3cccc(Cl)c3)nc3c4ccccc4ccn23)c1	nt	12	1	-6	2	-7	-6
N#CCCN(C(=S)Nc1ccc(S(=O)(=O)N2CCOCC2)cc1)c1ccccc1F	11	6	3	-7	-3	14	2
COc1cccc(NC(=O)CN(c2cccc(OC)c2)S(C)(=O)=O)c1	nt	-8	1	6	6	0	-7
CCCCN(C(=O)CN1C(=O)C2CCCCC2C1=O)c1c(N)n(Cc2ccccc2)c(=O)[nH]c1=O (centres undefined)	-1	-12	-6	1	-2	4	-6
CNC[C@@H]1Oc2ccc(NC(=O)Nc3cccc4ccccc34)cc2CC(=O)N([C@@H](C)CO)C[C@@H]1C	3	8	-2	-50	-1	-2	1
CN(C)C(=O)[C@H]1[C@H](CO)[C@H]2Cn3c(cccc3=O)[C@@H]1N2CC1CCCC1	nt	nt	0	-8	?	-2	8
C[C@@H]1CN([C@@H](C)CO)C(=O)c2cc(NC(=O)Nc3cccc4ccccc34)ccc2O[C@@H](C)CCCCO[C@H]1CN(C)CC1CC1	8	-2	nt	-1	-3	-3	nt
O=C(NNc1cc(Cl)cc(Cl)c1)C1CCC1	-3	-3	2	11	-1	6	nt
Cc1ccc(S(=O)(=O)N(C)C)cc1NS(=O)(=O)c1ccc(Cl)s1	5	34	4	2	-1	1	-7
Cc1cc(C(=O)NNC(=O)Nc2ccccc2)no1	-4	3	-3	8	4	17	-5
CC(C)C(N)c1csc(Nc2ccc(S(C)(=O)=O)cc2)n1 (centres undefined)	nt	-16	2	2	-4	-50	nt
Cc1cc(N2CCOCC2)nc(-c2ccc(Br)cc2)n1	-10	-54	nt	-16	nt	nt	nt
Cc1cnc(C(=O)Nc2cc(S(=O)(=O)N3CCOCC3)ccc2N2CCN(C)CC2)cn1	12	-8	0	6	nt	11	1
Cc1cc(C)c(C(N)=O)c(SCC(=O)c2ccc(Cl)cc2)n1	1	nt	0	-23	4	15	1
CN1C(=O)c2cc(NC(=O)Cc3cccs3)ccc2OC[C@H]2O[C@@H](CC(=O)NCCc3ccncc3)CC[C@@H]21	-2	-3	-2	6	1	0	6
O=C(NC1CCCCC1)C1CCCN(S(=O)(=O)c2cccc3cccnc23)C1 (centres undefined)	1	-2	2	-15	-6	3	-1
CCCCNCCCOc1ccc(C)cc1Br	nt	-22	0	-9	13	7	-4
C=C(C)C1CC=C(C)/C(=N/NC(=O)C2CC2c2ccccc2)C1 (centres undefined)	1	-9	4	8	-1	10	1
Cc1cc(N)ccc1-n1nc2ccccc2n1	-7	-27	2	-20	7	-11	-4
CCCCn1nnnc1-c1nc2ccccc2[nH]c1=O	nt	-15	1	-16	-4	-3	-2
C[C@H](CO)N1C[C@H](C)[C@@H](CN(C)CC2CC2)Oc2ccc(NC(=O)CCCCCC(=O)Nc3ccccc3N)cc2CC1=O	nt	15	0	-8	-3	nt	-1
CN(C)C(=O)c1cccc(-c2ccc([C@@H]3[C@@H](CO)N4C(=O)CN(C(=O)C5CCCC5)C[C@H]34)cc2)c1	nt	-18	-1	-14	-1	3	nt
O=S(=O)(NCc1ccccc1)NCc1ccc(Cl)cc1Cl	-4	-4	1	1	11	1	-8
CCCCN1CC(COCc2ccccc2)Oc2cccc(N3CCCCC3)c2S1(=O)=O (centres undefined)	nt	-7	-3	-15	?	8	nt
O=C(COC(=O)/C=C/c1ccc(F)cc1)Nc1nnc(-c2ccccc2)o1	6	-14	-6	-6	8	-1	-1
O=C(NCCO)Nc1ccc(Cl)cc1	-3	14	-1	4	-2	2	19*

Sorted by number of heavy atoms (descending): 3 of the compounds above
SMILES	ARNT-TACC3 inh	PAX8 inh HTS	Casp6 inh	LGR2 antag	DENV2 CPE	EWS-Fli block	SIRT5 block
C[C@H](CO)N1C[C@H](C)[C@@H](CN(C)CC2CC2)Oc2ccc(NC(=O)CCCCCC(=O)Nc3ccccc3N)cc2CC1=O	nt	15	0	-8	-3	nt	-1
CN1C(=O)c2cc(NC(=O)Cc3cccs3)ccc2OC[C@H]2O[C@@H](CC(=O)NCCc3ccncc3)CC[C@@H]21	-2	-3	-2	6	1	0	6
CCCCN1CC(COCc2ccccc2)Oc2cccc(N3CCCCC3)c2S1(=O)=O (centres undefined)	nt	-7	-3	-15	?	8	nt

Next structures follow.
SMILES	ARNT-TACC3 inh	PAX8 inh HTS	Casp6 inh	LGR2 antag	DENV2 CPE	EWS-Fli block	SIRT5 block
COc1ccc2cc(CO)n(C)c2c1	-1	17	0	-13	-9	6	nt
N#C[C@@H]1[C@@H](c2ccc(C3=CCCCC3)cc2)[C@@H](CO)N1C(=O)c1cccc(F)c1	-11	5	-1	8	-3	3	-2
Cn1c(=O)c2cc3c(nc2n(C)c1=O)CC(c1ccccc1)CC3=O (centres undefined)	-6	21	-1	9	-4	11	-2
CC(OC(=O)CCOc1ccccc1)C(=O)Nc1ccc(Cl)cn1 (centres undefined)	20	-19	5	-9	-2	nt	7
CCOc1ccc(C(=O)OCC(=O)N2CC(C)OC(C)C2)cc1OCC (centres undefined)	-5	-20	-1	-7	-4	-9	-3
COCCn1c(C)cc(C(=O)COC(=O)/C=C/c2cccc(OC)c2)c1C	8	-10	-2	-4	-1	4	8
COC(=O)c1nn(-c2ccccc2)c(Sc2ccc(Br)cc2)c1/C=N/O	-1	nt	2	-1	nt	nt	0
O=C(CC1CC2CCC1C2)N1CCN(S(=O)(=O)c2ccccc2F)CC1 (centres undefined)	nt	14	1	1	7	-2	1
C[C@@H]1CCCCO[C@@H](CN(C)S(=O)(=O)c2cccs2)[C@@H](C)CN([C@@H](C)CO)C(=O)c2cc(NS(=O)(=O)c3cn(C)cn3)ccc2O1	-8	-10	4	-5	-9	-9	-3
CC1(C(=O)NCCCN2CCOCC2)Oc2cccnc2NC1=O (centres undefined)	-1	-4	-3	-15	-3	-3	-2
COc1ccc(CN2CCC(n3nccc3NC(=O)CCOc3ccccc3)CC2)cc1C	9	8	-7	5	-2	7	0
CC(=O)C1=C(O)C(=O)N(Cc2ccco2)C1c1ccc2c(c1)OCO2 (centres undefined)	-9	nt	6	-2	-3	nt	5
O=C(N/N=C/c1ccccc1)c1cc(=O)[nH]c2ccccc12	-6	11	-1	-2	5	0	-3
Cc1noc(C)c1NC(=O)N(C)C[C@@H]1Oc2ccc(NC(=O)C3CCCCC3)cc2C(=O)N([C@H](C)CO)C[C@H]1C	-6	nt	2	-25	-3	-9	0
CCOc1cc2[nH]c(=S)n(C3CCN(Cc4ccccc4)CC3)c(=O)c2cc1OCC	-15	-14	-4	4	3	11	-2
Cc1c(C(=O)OCC(=O)Nc2ccc(N3CCOCC3)cc2)oc2ccccc12	-12	-5	-1	14	0	-16	6
CN1N=C(C(C)(C)C)CSC1=Nc1ccccc1	-6	-55	37*	-30	-1	-25	-2
CC(C)CC#Cc1cnc2c(c1)C(=O)N([C@@H](C)CO)C[C@H](C)[C@@H](CN(C)C(=O)c1cccnc1)O2	-5	nt	-2	3	-4	-4	-4
COC(=O)c1c(-n2c(C)cc(C=O)c2C)sc2c1CCCC2	-25	nt	0	?	4	3	-1
CC[C@@H]1CC2=C(C(=O)OC(C)(C)O2)[C@H](c2ccc(Cl)cc2)O1	nt	0	-1	-7	16	4	1

Source: PubChem BioAssay (Broad Institute)

Compounds were not picked by outcome, and some 4.9% of all compounds hit somewhere here.
